# RSV antiviral HEp-2 – inhibition of RSV-induced cytopathic effect – HEp-2 cells, primary 10 µM value included (AID 2391); HEp-2 cells, RSV-induced CPE inhibition; higher % means a stronger effect; CPE inhibition, % at 10 µM; hits with a dose series show IC50 in µM; hit rate 0.13% among 310,000; in the data active means a potency from the dose series; inconclusive means CPE inhibition mostly from about 23% at the one dose, without a potency; inactive means the rest, 99 in 100 with CPE inhibition below about 21%; further: strong numbers were not always called active
# MgcRacGAP inhibition – MgcRacGAP GTPase-activating activity inhibitors, confirmation, biochemical, ADP Hunter fluorescence; inhibition, % at 30 µM, or IC50 in µM where a hit was titrated; hit rate 0.6% among 340,000; MgcRacGAP-stimulated Rac1 GTP hydrolysis, ADP Hunter fluorescence; higher % means a stronger effect; GST-tagged Rac1 F28L mutant substrate;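 active means first-screen hits whose inhibition reached a set limit at any dose in the follow-up dose series; inconclusive means inhibition above the set first-screen limit but never retested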;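 further: fluorescence reports GDP produced by GAP-driven GTP hydrolysis; strong numbers were not always called active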
# GPR35 arrestin U2OS – GPR35 antagonists blocking zaprinast-driven arrestin recruitment, primary screen, imaging, U2OS, beta-arrestin-GFP, zaprinast agonist (AID 2058); U2OS GPR35 beta-arrestin-GFP translocation imaging, zaprinast antagonism; higher % means a stronger effect; one-dose inhibition, % at 10 µM; IC50 in µM for titrated hits; hit rate 0.052% among 290,000;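 active means inhibition of at least 50% with at least 30 cells and total cytoplasm GFP at most 10,000,000; inconclusive means under 30 cells or total GFP of 10,000,000 plus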
# GPR55 LPI antagonism – GPR55 antagonists blocking LPI-driven arrestin recruitment, primary screen, imaging, U2OS, beta-arrestin-GFP, LPI agonist (AID 2013); U2OS GPR55 beta-arrestin-GFP translocation imaging, LPI antagonism; higher % means a stronger effect; inhibition, % at 10 µM, or IC50 in µM where a hit was titrated; hit rate 0.13% among 290,000;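 active means spots per cell inhibited over 60%, with over 100 cells counted and total cytoplasm intensity under 500,000; inconclusive means wells with under 100 cells, flagged as likely toxic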;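 further: U2OS cells stably carrying GPR55 and arrestin-GFP stimulated by 5 µM LPI near EC80; imaged beta-arrestin-GFP aggregate spots per cell after agonist stimulation; plate controls were LPI-stimulated DMSO wells for no effect and DMSO wells without LPI for full effect; some results filed as inactive read as strong as hits; confirmed hits need IC50 under 10 µM and bright autofluorescent wells are also inconclusive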
# Dengue-2 NS5 capping – Dengue-2 NS5 methyltransferase inhibitors, primary screen, biochemical, confirmation dose response (AID 588689); Dengue-2 NS5 methyltransferase capping enzyme assay, biochemical; higher % means a stronger effect; inhibition, % at 25 µM; hits with a dose series show IC50 in µM; hit rate 0.3% among 340,000; in the data active means a potency from the dose series; inconclusive means inhibition above about 29% without an active follow-up result
# UTI89 phage lysis – inhibition of K1F phage lysis, E. coli UTI89, bacterial capsule biogenesis inhibitors, alamar blue (AID 488966); E. coli UTI89 K1F phage lysis, alamar blue, 2 h; higher % means a stronger effect; inhibition, % at 100 µM; hits with a dose series show IC50 in µM; hit rate 0.02% among 340,000;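 active means phage lysis inhibition, versus mean bacterial control, above a set limit; inconclusive means no clear call, values can overlap the other calls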;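 further: capsule biogenesis inhibitors block K1F phage lysis so surviving cells raise fluorescence; higher fluorescence means more inhibition of phage lysis; actives were called in the ten point dose series up to 300 µM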
# Salmonella PhoP GFP – PhoP-dependent GFP reporter repression – Salmonella Typhimurium, primary screen (AID 1863); S. Typhimurium PhoP-regulated promoter GFP reporter, 4 h; higher % means a stronger effect; inhibition, % at 50 µM, or IC50 in µM where a hit was titrated; hit rate 0.16% among 300,000;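 active means inhibition over 29.93%, a cutoff 3 SD above the screen mean, later confirmed by dose response; inconclusive means inhibition over 29.93% but no dose response follow-up; inactive means inhibition at most 29.93% or unconfirmed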;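 further: 0% = low Mg2+ inducing control and 100% = high Mg2+ repressing control; strong numbers were not always called active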
# HIV peptide binding – inhibitors of HIV fusion peptide binding, primary screen, biochemical, uHTS, fluorescence dequenching (AID 1986); cell-free peptide binding, fluorescence dequenching, 30 min; higher % means a stronger effect; inhibition, % at 20 µM, or IC50 in µM where a hit was titrated; hit rate 0.3% among 290,000; in the data active means inhibition mostly above about 52%, no sharp cut-off; inactive means mostly below about 76%; further: some results filed as inactive read as strong as hits
# Large T inhibition – TAg ATPase/helicase activity blockers – biochemical (AID 1903); one-dose inhibition, % at 20 µM; IC50 in µM for titrated hits; SV40 large T antigen ATPase/helicase inhibition assay; higher % means a stronger effect; hit rate 0.39% among 310,000; in the data active means a potency from the dose series; inconclusive means inhibition mostly from about 32% at the one dose, without a potency; inactive means the rest, 99 in 100 with inhibition below about 32%; further: strong numbers were not always called active
# Dengue-2 NS5 capping pilot replicate – further read-out of Dengue-2 NS5 capping, marked with its call; inhibition, %; measured here: pilot screen replicate inhibition
# Numbers without * were called inactive; ? = inconclusive; . = not tested or not shown; [ ] = dose if it differs, or a comment.
SMILES,RSV antiviral HEp-2,MgcRacGAP inhibition,GPR35 arrestin U2OS,GPR55 LPI antagonism,Dengue-2 NS5 capping,UTI89 phage lysis,Salmonella PhoP GFP,HIV peptide binding,Large T inhibition,others
Cc1cccc(-c2ncc(CN3CCN(CC(C)C)C(CCO)C3)cn2)c1 (configuration not stated),-0.5%,7%,-2%,4%,2%,0.3%,-5%,0.1%,5%,
Cc1nc2ccccc2cc1OCc1ccc(Cl)cc1,6.3%,10%,-8%,0%,-5%,0.1%,12%,1.5%,0%,
CN(C)N1C(N)=C(C#N)C(c2ccc3c(c2)OCO3)C2=C1CC(C)(C)CC2=O (configuration not stated),0.4%,12%,9%,14%,-1%,0.2%,-2%,-0.2%,8%,
COc1cc([N+](=O)[O-])ccc1NC(=O)C1C2C=CC(C2)C1C(=O)O (configuration not stated),-0.1%,9%,0%,-9%,1%,1.6%,2%,-0.4%,3%,
Cc1cccc(-n2c(Cc3cc(=O)[nH]c(=O)[nH]3)nnc2SCC(=O)NCC2CCCO2)c1 (configuration not stated),0.2%,-2%,3%,5%,-4%,2.9%,4%,2.8%,-5%,
COc1ccc(S(=O)(=O)N(C)CC(=O)Nc2ccc3c(c2)OCCO3)cc1OC,0.3%,2%,4%,3%,-3%,8.0%,1%,-2.0%,-2%,
c1ccc(CCNc2ccc3nncn3n2)cc1,1.4%,8%,1%,-10%,5%,0.1%,-4%,0.6%,4%,
CC(=O)Nc1ccc(S(=O)(=O)N(C)CC(=O)N(C)Cc2sccc2C)cc1,0.4%,6%,.,.,1%,0.3%[50 µM],.,.,.,
CCCCC(CC)CNC(=O)C1C2C=CC(C2)C1C(=O)O (configuration not stated),0.4%,-1%,10%,2%,-11%,4.4%,4%,-1.3%,-2%,
COc1ccc(C(=O)N2CCN(c3nnnn3-c3ccccc3)CC2)cc1OC,-1.8%,7%,7%,-6%,5%,0.3%,3%,0.1%,5%,Dengue-2 NS5 capping pilot replicate=2.7
CC1(C)c2ccccc2N2CC(=O)N[C@@]21/C=C/C=C/c1ccccc1,2.3%,5%,0%,5%,-6%,-0.7%,-12%,1.6%,10%,
Cc1[nH]c(C)c(S(=O)(=O)N(Cc2ccccc2)C(C)(C)C)c1C(=O)N1CCCC1,2.7%,7%,-5%,-6%,-5%,0.1%,11%,-1.6%,-28%,
CCC1(CC)C(=O)NN(c2ccccc2)C1=O,-1.0%,12%,-2%,12%,-4%,0.1%,-1%,-0.9%,6%,
CC12CCC(=O)C=C1CCC1C2C(=O)CC2(C)C1CC[C@]2(O)C(=O)CO (some centres not stated),1.5%,8%,1%,2%,4%,0.0%,-6%,-1.7%,3%,
NC(=O)c1c(NC(=O)Cn2cnc([N+](=O)[O-])n2)sc2c1CCCC2,-0.6%,7%,8%,-7%,-2%,0.0%,-1%,-2.7%,12%,
CCC(=O)N(C1=C(NC)C(=O)c2ccccc2C1=O)C(C)C,1.4%,13%,12%,-2%,3%,0.0%,-8%,-1.3%,24%,
O=C(COc1ccc(Cl)cc1)NCCc1ccccn1,2.7%,-5%,1%,-5%,-2%,0.6%,-3%,1.1%,-1%,
COc1ccc(C2CC(c3ccccc3)=NN2c2ccc(S(N)(=O)=O)cc2)cc1 (configuration not stated),-3.2%,2%,-48%,32%,-10%,-0.6%,7%,-0.2%,5%,
COc1cccc(/C=N/NC(=O)c2ccc(-c3ccccc3)cc2)c1O,-3.8%,0%,11%,-7%,7%,-0.3%,32%,1.9%,2%,
CCOCCCNC(=O)c1ccc(CS(=O)(=O)c2cccc(C(F)(F)F)c2)o1,1.9%,11%,9%,-12%,-5%,-0.4%,0%,-0.1%,6%,
COc1ccc(C(C)NC(=O)c2ccc(Br)cc2)cc1OC (configuration not stated),0.7%,10%,-16%,-6%,-8%,3.0%[50 µM],-9%,-1.8%,15%,
Cc1ccc(S(=O)(=O)N2CCN(C(=O)C(Cc3ccccc3)NC(=O)c3ccccc3)CC2)cc1 (configuration not stated),-0.7%,6%,.,.,3%,0.3%[50 µM],.,.,.,
COc1ccc(C(=O)Nn2c(SCc3ccc([N+](=O)[O-])cc3)nc3ccccc3c2=O)cc1,4.8%,-2%,0%,4%,-2%,-0.3%,-9%,-2.6%,-3%,
CCOc1ccccc1OCC(=O)N/N=C(\C)Cc1ccc(OC)cc1,0.8%,12%,19%,6%,-6%,1.4%[50 µM],-10%,-1.8%,4%,
O=c1oc(-c2cccc(S(=O)(=O)N3CCOCC3)c2)nc2ccccc12,1.6%,14%,-12%,-14%,1%,0.4%,12%,0.8%,3%,
# Continued.
SMILES,RSV antiviral HEp-2,MgcRacGAP inhibition,GPR35 arrestin U2OS,GPR55 LPI antagonism,Dengue-2 NS5 capping,UTI89 phage lysis,Salmonella PhoP GFP,HIV peptide binding,Large T inhibition,others
Cc1oc(-c2ccccc2F)nc1CS(=O)(=O)CC(=O)NC1CCCC1,1.3%,4%,-11%,3%,1%,-1.6%,1%,-0.7%,1%,
COc1ccc(S(=O)(=O)/N=C2/NC(=O)/C(=C\c3ccco3)S2)cc1,1.8%,11%,-3%,5%,-26%,-5.3%,-11%,61%*,?,
COc1cc(C(=O)Nc2ccc3c(c2)nc(C)n3C)cc(OC)c1OC,-0.9%,13%,-5%,-16%,7%,0.5%,-5%,-0.3%,8%,
COC(=O)c1ccc(CNC(=O)c2cc(COc3cncc(Cl)c3)on2)cc1,1.8%,2%,5%,13%,-1%,0.1%,10%,-0.2%,16%,
O=C(NC(=S)Nc1cccc([N+](=O)[O-])c1)c1ccccc1,1.9%,.,-6%,-5%,.,.,-13%,-0.8%,-2%,
O=C(O)CSCC(=O)Nc1ccc(C(F)(F)F)cc1,1.1%,13%,-3%,1%,0%,0.0%,-10%,-0.4%,5%,
COc1cc([N+](=O)[O-])cc(/C=N/NC(=O)CSc2nnc(-c3ccccc3)n2C)c1O,0.5%,.,-4%,3%,.,.,-9%,3.4%,16%,
COc1cc(OC)cc(-c2c(-c3cccs3)c3cc(-c4ccc(SC)cc4)ccc3n2C)c1,1.3%,3%,.,.,2%,-1.1%,.,.,.,
O=C(NCCc1cnccn1)C1CCC(=O)N(Cc2ccc(Cl)cc2)C1 (configuration not stated),1.4%,8%,-2%,0%,4%,-0.1%,2%,-0.4%,-3%,
Cc1ccc(CSc2nc3ccccc3c(=O)n2CCCC(=O)NCc2ccco2)cc1,-0.7%,4%,10%,6%,0%,0.2%,-3%,-1.1%,13%,
COc1cc(CNc2ccccc2SC)ccc1O,0.4%,26%,3%,-2%,4%,0.8%,23%,2.4%,12%,
Nc1cccc(Nc2ccccc2)c1,0.0%,9%,9%,-2%,-10%,0.1%,-6%,-1.0%,35%,
COCc1cc(C)nc2sc3c(=O)oc(C)nc3c12,0.3%,-8%,-11%,4%,8%,1.3%[50 µM],0%,-0.7%,28%,
COc1ccccc1NC(=O)/C(C#N)=C/c1cc([N+](=O)[O-])ccc1N1CCCC1,1.9%,-1%,-9%,-6%,?,4.6%,-27%,149%,27%,
CNC(=O)CN(c1cc(OCCOC)c(Cl)cc1Cl)S(=O)(=O)c1ccccc1,-1.0%,2%,0%,2%,-5%,0.4%,-3%,1.3%,-8%,
Nc1cc(=O)[nH]c(=O)n1-c1ccc(Cl)cc1,-1.1%,17%,13%,20%,5%,-0.1%,-7%,0.7%,-6%,
Cc1nc([N+](=O)[O-])c(Sc2nc3ccccc3n2C)n1Cc1ccccc1,51%,-3%,-6%,14%,12%,0.5%,14%,3.0%,7%,
Cc1cc(Cl)ccc1OCC(=O)NCc1ccncc1,18%,5%,5%,19%,-2%,1.8%[50 µM],9%,-0.2%,7%,
O=C(CN1C(=O)NC2(CCCCC2)C1=O)Nc1ccc(F)cc1,3.2%,4%,-3%,-5%,-8%,-0.4%,-12%,0.0%,3%,
C#CCN(C(=O)CC1C(=O)NCCN1C/C=C/c1ccccc1)C1CCCCC1 (configuration not stated),-0.5%,6%,16%,3%,-3%,-0.3%,3%,1.2%,-4%,
CCn1nnnc1NCc1ccc(Cl)cc1,0.7%,-1%,-9%,5%,-8%,0.2%,-5%,-0.4%,19%,
CC1CCN(c2ncnc3nc[nH]c23)CC1,1.9%,-1%,8%,-11%,-2%,0.3%,13%,2.4%,0%,
COc1ccc(CCNC(=O)c2coc3ccccc3c2=O)cc1,4.2%,7%,1%,0%,-1%,0.2%,1%,0.2%,-2%,
Cc1nn(C)c(C)c1NS(=O)(=O)c1ccc(N2CCCC2=O)cc1,-1.6%,4%,13%,-18%,.,0.3%,.,0.7%,.,
CN(C)S(=O)(=O)c1ccc(Cl)c(C(=O)Nc2nc3ccccc3[nH]2)c1,2.2%,6%,7%,-14%,.,0.6%,-4%,0.3%,9%,
COc1ccccc1NC(=O)NCc1ccc2c(c1)OCO2,.,.,-6%,9%,.,.,2%,0.9%,20%,
Cc1cccc(C(=O)N2CCc3cc(-c4nc(NC(=O)Cn5nnc6ccccc6c5=O)sc4C)ccc32)c1,?,.,-1%,-12%,.,.,0%,-0.6%,7%,
C=CC[n+]1c(C)csc1Nc1cccc(Br)c1,0.5%,0%,-14%,4%,-4%,0.2%,8%,-1.5%,-7%,
Cc1[nH]c(=S)[nH]c(=O)c1CCCO,0.6%,5%,18%,23%,0%,-0.9%,9%,-0.9%,6%,

# Filtered by structure, those above with a furan ring, fused or not (3)
SMILES,RSV antiviral HEp-2,MgcRacGAP inhibition,GPR35 arrestin U2OS,GPR55 LPI antagonism,Dengue-2 NS5 capping,UTI89 phage lysis,Salmonella PhoP GFP,HIV peptide binding,Large T inhibition,others
CCOCCCNC(=O)c1ccc(CS(=O)(=O)c2cccc(C(F)(F)F)c2)o1,1.9%,11%,9%,-12%,-5%,-0.4%,0%,-0.1%,6%,
COc1ccc(S(=O)(=O)/N=C2/NC(=O)/C(=C\c3ccco3)S2)cc1,1.8%,11%,-3%,5%,-26%,-5.3%,-11%,61%*,?,
Cc1ccc(CSc2nc3ccccc3c(=O)n2CCCC(=O)NCc2ccco2)cc1,-0.7%,4%,10%,6%,0%,0.2%,-3%,-1.1%,13%,
